ZTA DNA inh – ZTA (EBV) inhibition in EBNA-1 counter-screen; ZTA-DNA binding, fluorescence polarization; AID 2234; 0.15% of 320,000 active; inhibition, % at 11 µM; in the data active = inhibition above about 33%
Target sequence (P03206 whole entry, looked up): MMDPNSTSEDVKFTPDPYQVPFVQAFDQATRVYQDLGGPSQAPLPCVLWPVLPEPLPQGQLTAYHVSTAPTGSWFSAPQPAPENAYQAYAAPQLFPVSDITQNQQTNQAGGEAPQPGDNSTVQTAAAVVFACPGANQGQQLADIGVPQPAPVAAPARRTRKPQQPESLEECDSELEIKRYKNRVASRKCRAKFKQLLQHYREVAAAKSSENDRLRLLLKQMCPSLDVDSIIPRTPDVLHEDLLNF
CR mimetic SO – caloric restriction mimetics inhibiting age-related superoxide in yeast | 0.18% of 330,000 active | AID 2690 | superoxide response (% of plate mean), % at 10 µM | S. cerevisiae aged cells, superoxide DHE fluorescence; hits give low values;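 active = superoxide response under a set limit, about three screen SD below normal, cut at about 65% in these data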;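 also: yeast aged for seven days with compound at 30 °C before DHE staining; 100% = average MFI of all compound-treated wells on the plate with controls excluded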
TPT1 inh – blocks Candida albicans tRNA 2'-phosphotransferase; 0.81% of 300,000 active; AID 1962; recombinant caTPT1, FP RNA substrate dephosphorylation; inhibition, % at 5 µM;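 active = inhibition above the mean of all tested compounds plus 3 SD, set per screening campaign, cut at about 24% in these data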;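 also: plate controls were DMSO alone for no effect and ferristatin control at 100 nM for full effect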
GASC-1 inh – human JMJD2C demethylase inhibition; 0.069% of 330,000 active; inhibition, % at 2.35 µM; GST-JMJD2C(1-420) H3K9me3 demethylation, DELFIA europium; Q9H3R0; AID 2099;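 active = more than half of a compound's replicate wells show inhibition beyond 50%, single wells judged on their own value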;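 also: signal counts dimethyl H3K9 product captured on neutravidin plate; 0% = median of DMSO wells and 100% = 0.3 times that DMSO median; strong numbers were not always called active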
EBNA-1 inhibitor – blocks EBNA-1 binding to DNA; EBNA-1 DNA binding, fluorescence polarization; inhibition, % at 14.8 µM; 0.34% of 300,000 active; AID 1950; in the data active = inhibition above about 28%
Fh CTSL1 inh – counter-screen for PFM18AAP inhibitors: inhibitors of F. hepatica cathepsin L1. 0.49% of 300,000 active. recombinant F. hepatica cathepsin L1, Z-Leu-Arg-MCA fluorescence. AID 1906. inhibition, % at 5.96 µM;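 active = inhibition above the mean of all tested compounds plus 3 SD, set per screening campaign, cut at about 17% in these data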;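 also: 0% = plate median of test compound wells and 100% = 1 µM Z-Phe-Ala-diazomethylketone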
PP1 counter – counter-screen for PP5 inhibitors: inhibitors of human PP1-alpha. P62136. inhibition, % at 6.7 µM. AID 2235. purified PP1alpha, OMFP fluorescence. 0.9% of 320,000 active;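 active = inhibition above the mean inhibition of all tested compounds plus 3 SD, computed separately for each screening campaign, cut at about 15% in these data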
Target sequence (P62136 whole entry, looked up): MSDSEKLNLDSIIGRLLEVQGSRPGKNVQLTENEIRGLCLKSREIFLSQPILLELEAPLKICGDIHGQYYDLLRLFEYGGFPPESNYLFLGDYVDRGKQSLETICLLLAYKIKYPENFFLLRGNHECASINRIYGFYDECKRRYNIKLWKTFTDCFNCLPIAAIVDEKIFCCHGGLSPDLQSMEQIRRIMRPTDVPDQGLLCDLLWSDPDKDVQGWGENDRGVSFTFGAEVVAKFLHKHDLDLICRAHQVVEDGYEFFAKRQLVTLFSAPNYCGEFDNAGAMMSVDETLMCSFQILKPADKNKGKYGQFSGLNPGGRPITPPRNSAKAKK
core dimer inh – HCV core protein dimerization inhibition; 0.33% of 300,000 active; TR-FRET GST/Flag-core106 dimerization, 1536-well; AID 1899; inhibition, % at 5 µM;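 active = inhibition above the mean of all tested compounds plus 3 SD, set per screening campaign, cut at about 45% in these data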
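System: GST-tagged and Flag-tagged HCV core protein residues 1-106 / Input: core106 proteins, GST 13.5 nM and Flag 17 nM / Buffer or medium: KF-containing HEPES buffer, pH 7.45, DTT, CHAPS, BSA / Probe or stimulus: Eu-anti-GST and XL665-anti-Flag labelled anti-tag antibodies / Schedule: 4 h, 22.5 °C incubation / Technique: TR-FRET 671 and 617 nm emission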
PP5 inh – blocks human protein phosphatase 5 activity; purified PP5c, OMFP substrate fluorescence; inhibition, % at 6.7 µM; 0.18% of 320,000 active; AID 1987;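 active = inhibition above the campaign's mean inhibition across all tested compounds plus 3 SD, cut at about 9.5% in these data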;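 also: 0% = DMSO only and 100% = 100 µM cantharidin control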
Target sequence (P53041 whole entry, looked up): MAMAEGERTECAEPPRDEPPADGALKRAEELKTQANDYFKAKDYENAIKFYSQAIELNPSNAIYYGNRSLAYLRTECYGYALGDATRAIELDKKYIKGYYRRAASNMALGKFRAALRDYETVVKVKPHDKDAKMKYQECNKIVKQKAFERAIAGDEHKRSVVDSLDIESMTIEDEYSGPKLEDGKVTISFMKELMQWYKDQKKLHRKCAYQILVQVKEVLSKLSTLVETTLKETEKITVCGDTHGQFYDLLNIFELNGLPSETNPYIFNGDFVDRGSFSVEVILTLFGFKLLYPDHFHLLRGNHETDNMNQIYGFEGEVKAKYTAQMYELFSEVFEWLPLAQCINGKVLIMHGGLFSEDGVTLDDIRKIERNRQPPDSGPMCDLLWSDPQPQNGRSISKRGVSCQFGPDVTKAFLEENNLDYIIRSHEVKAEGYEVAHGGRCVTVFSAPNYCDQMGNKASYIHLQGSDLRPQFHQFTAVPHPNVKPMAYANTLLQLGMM
An asterisk follows results filed as active; . = no result given; & = joins results of further samples. The order is random. About 3.1% of those tested had a hit in this group.

Below each compound – ZTA DNA inh	CR mimetic SO	TPT1 inh	GASC-1 inh	EBNA-1 inhibitor	Fh CTSL1 inh	PP1 counter	core dimer inh	PP5 inh
> CC1=[N+](C)N(c2ccccc2)C(=O)C1N=Cc1c(Cl)cccc1Cl (configuration not stated)
    5	81	133*	-26	5	-5	-3	12	-1.4
> CC(C)(C)c1cc(Cl)c(O)c(NC(=S)NC(=O)c2cccnc2)c1
    0	115	0	20	8	0	-3	4	-0.1
> CC(C)n1c(=O)[nH]c2ccccc21
    -17	113	-2	14	-1	0	-1	0	3.4
> CCOC(=O)/C(C#N)=C/c1ccc(-c2ccsc2C(=O)OC)o1
    8	94	6	16	-2	1	-2	3	3.2
> O=c1[nH]c(CN2CCN(c3ccc(O)cc3)CC2)nc2scc(-c3ccc(Cl)cc3)c12
    5	102	4	5	-4	-2	5	23	2.9
> CC(c1ccccc1)C1CC(=O)N(CC(=O)O)C1=O (configuration not stated)
    4	116	-1	8	-9	-4	-1	0	2.2
> Cc1c(-n2c(SCC(N)=O)nc3ccccc3c2=O)c(=O)n(-c2ccccc2)n1C
    -6	95	0	3	0	-1	0	-5	1.2
> Cc1oc(-c2ccc3c(c2)OCCO3)cc1C(=O)NC(CCC(=O)O)C(=O)O (configuration not stated)
    -1	103	-3	2	1	0	1	-6	0.9
> CCN(CC)S(=O)(=O)c1ccc(Cl)c(NC(=O)COC(=O)c2cccn2C)c1
    -13	102	0	6	2	-16	12	9	0.7
> O=C1c2cccc3cccc(c23)C(=O)N1CCCSc1ncn[nH]1
    -8	115	-1	-13	-13	-3	-7	3	1.2
> CC(=O)/C(=N\Nc1ccccc1Cl)Sc1nnc(-c2ccccc2)n1-c1ccccc1
    -1	106	0	-5	-3	9	5	15	-1.9
> CCCCOC(=O)CSc1nc(N)c(C#N)c(-c2ccc(OC)cc2)c1C#N
    -11	92	-4	3	1	7	11	0	7.5
> Cc1ccc(S(=O)(=O)Nc2ccc(N3CCCCC3)cc2)cc1
    9	93	1	11	-1	-2	0	3	4.5
> CC(C)CC(OC(=O)c1nsc(Cl)c1Cl)C(=O)NCc1cccs1 (configuration not stated)
    -3	131	-5	-11	-14	-4	1	2	3.2
> Cc1cc(C)nc(N/N=C/c2ccco2)n1
    1	81	2	4	5	1	1	0	0.8
> C/C=C/c1ccc(OCC(O)CNCC(c2ccc(OC)cc2)N(C)C)c(OC)c1 (configuration not stated)
    -4	87	2	-6	-1	-4	3	-13	3.0
> COC(=O)c1cccc(C23CC4(C2)[C@H](CN(Cc2cccnc2)[C@@H]4c2ccccc2)C3c2ccc(C(F)(F)F)cc2)c1 (some centres not stated)
    6	95	-5	-7	11	2	7	5	1.1
> CCOC(=O)Cn1c(C(C)=O)nc2ccccc21
    -10	93	-4	-7	3	1	-4	-3	0.2
> CC(=O)Nc1sc(C)c(C)c1CN1CCN(S(=O)(=O)c2ccccc2)CC1
    -11	97	-1	0	-8	-3	-2	2	1.9
> OCCOc1ccc(C2=NCCO2)cc1
    8	95	2	-16	4	2	-1	-5	0.8
> CO/N=C(\c1nonc1N)N1CCN(c2ccc([N+](=O)[O-])cc2Cl)CC1
    8	102	-2	-7	10	2	1	0	8.0
> CCCNc1nc(OCC(F)(F)F)nc(OCC(F)(F)F)n1
    -16	108	1	4	-5	0	2	1	2.5
> COc1ccc(OC)c2sc(NC(=O)CCSc3ccccc3)nc12
    7	111	0	0	-16	-1	2	17	7.2
> CCN/N=C(\Cc1nc2ccccc2[nH]1)c1ccccc1
    -5	97	0	11	3	6	5	-3	0.4
> CCC(=O)NNc1nc2c(C)c(C)ccc2s1
    22	76	2	10	2	-1	-4	1	-0.6
> COc1cccc(/C=C/C(=O)c2c(O)cc(C)oc2=O)c1O
    8	98	33*	6	1	-3	-7	13	2.7
> O=C(CS(=O)(=O)c1ccccc1)NCc1ccc(Cl)cc1
    -3	107	0	-18	-4	1	-3	15	0.7
> Cc1ccc2cc(CCNC(=O)c3ccc4c(c3)OCO4)c(=O)[nH]c2c1
    1	90	-2	-2	10	-4	1	-1	-0.5
> Cc1ccc2c(COC(=O)C34CC5CC(CC(C5)C3)C4)cc(=O)oc2c1
    0	100	0	-12	0	4	-1	2	0.6
> CN(C)CCNc1nc2c(c(=O)[nH]c(=O)n2C)n1CC(O)COc1ccc(Cl)cc1Cl (configuration not stated)
    -6	92	-4	28	-5	-4	-8	-1	0.1
> COc1ccc(S(=O)(=O)Nc2ccc(-c3ccc4nncn4n3)cc2)c(OC)c1
    8	96	-1	3	1	-2	-3	3	-1.9
> CC(C)(C)C(=O)N1CCN(c2ccc(NC(=O)c3ccc([N+](=O)[O-])o3)cc2)CC1
    -12	115	-2	3	-5	10	4	-16	1.8
> Nc1ccc(O)cc1
    23	111	-3	-27	-10	96*	13	-13	11*
> Cc1nc2nc[nH]n2c(=O)c1CCOC(=O)c1c(F)cccc1F
    -2	112	2	-5	-8	-5	1	4	2.6
> N#CNc1nc(O)cc(=O)[nH]1
    -10	94	1	8	-9	-1	0	-7	2.1
> Cc1ccc(C(=O)OCC(=O)N2CCCC2)cc1
    -2	87	-5	23	-4	-3	-4	-3	2.0
> COC(=O)c1ccc(CNC(=O)c2cc3ccccc3oc2=O)cc1
    3	98	-4	-3	-17	-3	-1	-1	3.9
> COc1ccc(N(CC(=O)NCc2ccncc2)S(=O)(=O)c2ccccc2[N+](=O)[O-])c(OC)c1
    10	107	-1	-4	-15	1	-7	-2	1.4
> N#C/C(=C(/O)COc1cccc2ccccc12)c1nc2ccccc2[nH]1
    -1	163	15	-7	7	-1	-1	9	1.7
> Cc1ccc(Cl)cc1N1CCN(CC(O)COCc2ccco2)CC1 (configuration not stated)
    16	100	-1	-1	14	-1	3	6	4.0
> CCc1ccc(NC(=O)CSc2ccc(-c3sc(C)nc3C)nn2)cc1
    -11	99	0	0	1	2	-2	7	1.5
> CN(C)S(=O)(=O)c1ccc(NC(=O)c2ccc3ncsc3c2)cc1
    4	103	3	3	7	-2	1	6	1.3
> CC(C)Cc1nnc(NC(=O)CCN2C(=O)c3ccccc3C2=O)s1
    13	90	-1	10	5	-2	-2	-1	-3.1
> COc1ccccc1C(=O)NCc1nnc(SCC(=O)Nc2nccs2)n1C
    -15	100	2	-1	-7	1	-3	-4	1.8
> COc1ccccc1NC(=O)c1cccc(S(=O)(=O)N2CCOCC2)c1
    11	81	-1	-4	3	4	-3	1	-0.6
> O=C(CC(Cc1ccccc1)C(=O)O)NCCc1ccc2c(c1)OCO2 (configuration not stated)
    4	117	2	-5	-11	2	6	6	5.3
> COc1cccc(N(C(=O)CCl)C(C(=O)NCCc2ccccc2)c2cccs2)c1 (configuration not stated)
    5	96	4	7	2	0	8	19	1.3
> Cc1cccc(NC(=O)c2cc(=O)n(Cc3ccccc3)c(=O)[nH]2)c1
    -17	86	-4	-4	-17	1	1	4	-0.7
> O=C(CCS(=O)(=O)c1cccc2nsnc12)N1CCN(C(=O)c2ccco2)CC1
    14	109	-3	-1	-3	1	-2	-3	-1.8
> Oc1cccc2ccc(N3CCOCC3)nc12
    -2	104	-2	-3	10	0	-4	5	-0.1
> COCCn1c(SCC(=O)c2ccc3c(c2)OCCO3)nnc1-c1ccco1
    -18	100	0	3	-1	-1	-1	-1	-0.6
> CCn1cc(CNCc2cn(-c3ccccc3C)nc2-c2ccc(OC)c(F)c2)cn1
    -1	81	-2	2	-5	6	3	1	1.4
> Cc1noc(C)c1Cc1c(Cl)cccc1Cl
    0	105	-5	-13	17	1	-2	3	4.3
> COc1ccc(-n2c(Cn3c(=O)sc4ccccc43)nnc2SCC(=O)N2CCOCC2)cc1
    10	97	3	2	12	2	-3	1	-1.6
> COc1cc(NC(=O)CSc2nnnn2Cc2ccc3c(c2)OCO3)cc(OC)c1
    -20	93	2	34	4	-3	2	-7	1.0
> O=C(CCC(=O)Nc1ccc(F)cc1)N/N=C/c1ccc(O)cc1O
    -19	109	-3	-1	-12	4	1	-11	3.1
> O=S(=O)(NC12CC3CC(CC(C3)C1)C2)c1ccc(F)cc1
    1	80	5	-1	-2	-1	1	1	0.1
> CCOc1cc(CN2CCCC(C(=O)c3cccc(C(F)(F)F)c3)C2)ccc1O (configuration not stated)
    -8	100	-6	3	4	1	3	-8	3.2
> Cc1cc(NS(=O)(=O)c2ccc(NC(=O)c3cnc(Cl)c(Cl)c3)cc2)nc(C)n1
    -2	86	.	-1	.	.	1	.	3.4
> COc1cc(NC(=O)c2ccc3c(c2)OCCO3)ccc1NC(=O)c1ccco1
    -13	89	-4	-10	-3	-4	-3	2	2.2

Following part:
Below each compound – ZTA DNA inh	CR mimetic SO	TPT1 inh	GASC-1 inh	EBNA-1 inhibitor	Fh CTSL1 inh	PP1 counter	core dimer inh	PP5 inh
> CCOC(=O)N1CCC(N2Cc3cccc(C(=O)NCc4ccccn4)c3C2=O)CC1
    -12	92	5	1	3	27*	-1	-23	2.8
> CC(C)C[C@H](NC(=O)OC(C)(C)C)C(=O)N1CCC(C(=O)O)CC1
    7	94	-2	2	1	6	-1	-5	-0.6
> CSCCC(N=CC1=C(O)CC(C)(C)CC1=O)C(=O)O (configuration not stated)
    16	105	3	5	-12	6	-7	-1	-1.5
> COc1cc2c(cc1OC)C(C)N(C(=O)Cn1ncc3c1-c1cc(C)ccc1OC3)CC2 (configuration not stated)
    -7	101	-3	3	2	1	-1	4	1.7
> CCOc1cc(C2C(C(=O)OC)=CN(C3CCCC3)C=C2C(=O)OC)cc(Br)c1O
    12	106	0	18&8	12	0	-6	6	-1.4
> COc1ccc(OCC(=O)Nc2ccc(S(=O)(=O)N3CCOCC3)cc2)cc1
    16	96	-3	9	1	4	-2	-1	-1.2
> Cc1cc(C(C)(C)C)cc(C)c1S(=O)(=O)N1CCN(C(=O)c2cc([N+](=O)[O-])c[nH]c2=O)CC1
    8	103	-1	-3	-6	6	5	16	2.1
> COc1ccc(-c2ccc(C(=O)O)c(=O)[nH]2)cc1
    -13	100	-5	-14	-6	1	1	-10	1.4
> COc1cccc(OCCOc2cccc(/C=N/n3cnnc3)c2)c1
    10	99	2	24	12	0	0	4	-2.8
> S=c1nc(-c2ccccc2Cl)n(Cc2cccnc2)c2c1CCCC2
    -3	103	-5	10	-3	1	1	17	3.2
> COCCNC(=S)N1CCN(c2cccc(C(F)(F)F)c2)CC1
    -2	104	-2	-3	-1	-1	4	2	1.8
> Cn1c(Cn2c(C(F)(F)F)nc3ccccc32)nc2ccccc21
    6	98	-5	-4	8	-2	0	1	0.8
> CCOC(=O)c1cnc(-n2nc(C)cc2C)nc1NNc1nc(C)cc(C)n1
    -17	94	-5	-2	3	0	6	-6	3.4
> CCN(CC)C(=O)CSc1nc2ccccc2c(=O)[nH]1
    3	101	2	8	3	-4	1	-3	0.3
> CCN(Cc1ccncc1)Cc1ccc(Br)cc1
    -13	103	-1	-2	-2	0	2	-8	2.9
> Cc1cccc(/C=N/n2c(C)cc(C)c(C#N)c2=O)c1
    9	111	0	-5	6	0	-2	-1	-2.3
> CC(C)(CNS(=O)(=O)c1ccc(F)cc1)CNS(=O)(=O)c1ccc(F)cc1
    5	93	1	0	-12	2	-2	2	2.7
> CCCn1c(CCC(=O)O)nc2cc(S(=O)(=O)N3CCCC3)ccc21
    17	80	-1	4	-8	-1	-2	-1	-0.6

Bioassay records as filed in PubChem.
